# mlh1 rad18 – NCI yeast anticancer drug screen, S. cerevisiae mlh1 rad18 strain; 79,000 tested, 11% active; % growth inhibition at 50 µM; AID 175, 2004;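 further: 0% = growth of vehicle-only cultures of the same strain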
#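 Genetically defined yeast (DNA repair-deficient) exposed to compounds; growth inhibition determined relative to vehicle.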
# yeast rad50 – NCI yeast anticancer drug screen, S. cerevisiae rad50 strain | growth inhibition, % at 50 µM | 79,000 tested, 10% active | AID 155, 2004;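 further: 0% = growth of vehicle-only cultures of the same strain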
#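 Compounds were tested on a yeast strain with an engineered DNA damage repair alteration; the reported value is growth inhibition normalised to vehicle treatment.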
# mec2-1 – NCI yeast anticancer drug screen, S. cerevisiae mec2-1 strain; AID 157, 2004; % growth inhibition at 50 µM; 79,000 tested, 9% active;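 further: 0% = growth of vehicle-only cultures of the same strain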
#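 mec2-1 yeast strain, carrying an alteration in DNA damage repair or cell cycle control, was exposed to compounds; growth inhibition was measured relative to vehicle-treated controls.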
# bub3 – NCI yeast anticancer drug screen, S. cerevisiae bub3 mutant strain; 78,000 tested, 9.9% active; AID 167, 2004; growth inhibition, % at 50 µM;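 further: 0% = growth of vehicle-only cultures of the same strain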
#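 Readout: yeast growth inhibition, expressed relative to vehicle-only wells. The test organism is a mutant strain from a panel with lesions in DNA repair or checkpoint genes.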
# sgs1 mgt1 – NCI yeast anticancer drug screen, S. cerevisiae sgs1 mgt1 strain; % growth inhibition at 50 µM; 78,000 tested, 10% active; AID 161, 2004;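 further: 0% = growth of vehicle-only cultures of the same strain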
#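 Yeast cells carrying a defined DNA-repair defect were exposed to test compounds. Growth inhibition was measured relative to vehicle-treated controls.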
# yeast cln2 rad14 – NCI yeast anticancer drug screen, S. cerevisiae cln2 rad14 strain | growth inhibition, % at 50 µM | 78,000 tested, 8.3% active | AID 165, 2004;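 further: 0% = growth of vehicle-only cultures of the same strain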
#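 Each compound was tested on cln2 rad14 yeast. Inhibition of growth was calculated against vehicle-exposed controls.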
# Active calls of the source: *; . = not tested or not shown; & = joins results of further samples; ! = not confirmed by another sample. No stated cut-off is given here; in the data, active means growth inhibition above about 70%; inactive means the rest.
SMILES	mlh1 rad18	yeast rad50	mec2-1	bub3	sgs1 mgt1	yeast cln2 rad14
CN1C(=O)c2ccccc2NC(=O)C12O[C@@H]2c1cccc(O)c1 (some centres not stated)	8	9	-1	7	11	9
COc1c(OC(C)=O)ccc2c1C=CCCC2=O	6	9	-8	-6	3	-24
C[C@H]1C(=O)OCN1C(=O)OCc1ccccc1	0	0	16	13	12	-6
c1ccc2c(c1)Cn1c-2nc2ccccc21	83*	84*	70	.	.	.
CC(C)NC(=O)CCC(=O)O	0	-15	22	12	-18	-6
Nc1nc2c(N)cc(C(F)(F)F)cc2nc1-c1ccccc1	-12	-38	-17	-6	-2	8
CCOC(=O)/C(CC)=N\O	19	9	-5	-4	4	3
Cc1nc2ccc(NCCN(C)C)c3c(=O)c4ccccc4n1c23	79*	-2	7	-3	-6	10
O=C(O)c1ccccc1Nc1ccccc1	-10	6	-22	-1	4	-22
NC(CCCC(N)C(=O)c1ccccc1)C(=O)c1ccccc1 (configuration not stated)	3	-14	2	-11	-2	-16
CCN(CC)c1ccc2c(c1)Oc1ccc(N(C(C)=O)c3ccccc3)cc1C21OC(=O)c2ccccc21 (configuration not stated)	19	26	13	51	30	31
C1CN(CCN2CCOCC2)CCO1	14&8	8&1	13&18	29&11	14&9	-41&-27

# Other results follow:
SMILES	mlh1 rad18	yeast rad50	mec2-1	bub3	sgs1 mgt1	yeast cln2 rad14
Cc1cccc(C)c1N1C(=O)C(=O)C(c2nc3ccccc3s2)C(=Nc2cccc3c(=O)[nH][nH]c(=O)c23)C1=O (configuration not stated)	24	30	14	1	18	23
Oc1c(Cl)cc(Cl)cc1C1CC(c2ccccc2Cl)=NN1c1ccccc1 (configuration not stated)	-9	1	-14	-2	-8	5
CCOC(=O)Nn1c(CC#N)nnc1Cc1ccccc1	25	-8	11	6	-7	14
COc1cccc(C(c2cc3c(cc2O)OCO3)N2CCOCC2)c1OC (configuration not stated)	9	42	84*	45	43	-30
COC(=O)C1(C(=O)OC)C2(CCCC2)C1(C(=O)OC)C(=O)OC	41	9	24	14	8	18
CCOC(=O)C1=NN(c2ccccc2)C(=O)/C1=C\N1C(=O)/C(=C/c2cccc(OC)c2O)SC1=S	22	30	9	0	32	20
COc1ccc(C(=O)CC(=O)C2CCCCC2=O)cc1 (configuration not stated)	-9	-12	-12	19	-3	-20
Cc1nn(C(=O)c2ccncc2)c2c1C(c1ccccc1)SC(N)=N2 (configuration not stated)	2	-3	-20	15	19	10
O=C1Nc2ccc(Cl)c(I)c2C1=O	67	36	62	79*	42	37
O=C(Nc1ccc([N+](=O)[O-])cc1)Oc1c(Cl)cc(Cl)c(Cl)c1[N+](=O)[O-]	60	44	-19	2	57	26
O=C(COc1cc(Cl)ccc1Cl)NCc1ccc(Cl)cc1	15	15	2	34	13	10
CC(=O)Nc1ccc(/C=C2/NC(=S)N(/C=C3\C(=O)Oc4ccccc4C3=O)C2=O)cc1	76*	71*	77*	67	79*	86*

# Additional compounds follow.
SMILES	mlh1 rad18	yeast rad50	mec2-1	bub3	sgs1 mgt1	yeast cln2 rad14
CN1c2ccc(C3N(C(=O)C(F)(F)F)C=CN3C(=O)C(F)(F)F)cc2Sc2cc(C3N(C(=O)C(F)(F)F)C=CN3C(=O)C(F)(F)F)ccc21	20	-4	1	1	-2	-7
CC(CCC(=O)O)c1ccc(Br)cc1 (configuration not stated)	42	13	8	27	33	39
CN1CCN(CCSC(=O)C(O)(c2ccccc2)C2CCCC2)CC1 (configuration not stated)	25	17	17	5	7	-17
CCOC(=O)c1cc2c(nc1NCc1ccccc1)C(=O)CCCC2	18	8	22	26	31	10
COc1ccc(C(O)C(CN(C)C)CN(C)C)cc1 (configuration not stated)	11	-1	-20	9	7	8
Nc1ccc(Cl)c2ccccc12	74*	84*	77*	58	71*	54
NC(=S)SC1=NNC2(C(=O)N1)c1ccccc1-c1ccccc12	15	-12	-34	6	14	-7
CC1CN(Cc2ccccc2)CCC1N1CCCC1 (configuration not stated)	21	25	12	23	28	29
CC(C)C(=O)Nc1nc2nc[nH]c2c(=O)[nH]1	-23	12	-24	-8	25	13
CC1CC=CCC1C(O)C1(CO)CC=CCC1C (configuration not stated)	-3	21	-21	20	5	0
NC(C(=O)O)c1ccc(F)cc1 (configuration not stated)	38	-9	-1	2	29	-10
O=C(O)c1ccccc1C(=O)c1ccc(F)cc1	-10	10	-17	29	-7	9

# Reformatted as labelled records: entries from further up.
> CC(C)C(=O)Nc1nc2nc[nH]c2c(=O)[nH]1
  mlh1 rad18: -23
  yeast rad50: 12
  mec2-1: -24
  bub3: -8
  sgs1 mgt1: 25
  yeast cln2 rad14: 13

> CC1CC=CCC1C(O)C1(CO)CC=CCC1C (configuration not stated)
  mlh1 rad18: -3
  yeast rad50: 21
  mec2-1: -21
  bub3: 20
  sgs1 mgt1: 5
  yeast cln2 rad14: 0

# Next part.
SMILES	mlh1 rad18	yeast rad50	mec2-1	bub3	sgs1 mgt1	yeast cln2 rad14
NC(=S)N/N=C1\NC(=O)/C(=C/c2ccc3c(c2)OCO3)S1	-14	-46	-41	1	-13	-14
CCN(CC)CCOc1ccc(N2Cc3ccccc3C2=O)cc1	-7	-12	4	-15	-6	22
CCOC(=O)c1ccc(N2C(C#N)c3ccccc3OC2c2ccccc2O)cc1 (configuration not stated)	21	6	2	1	16	-20
CO[C@@H]1C[C@H]2[C@@H]3CC[C@H]([C@H](C)COC(C)=O)[C@@]3(C)CC[C@@H]2[C@@]2(C)CC[C@H]3C[C@]312	5	-5	6	-2	2	-10
O=C(/C=C/c1cccc(Br)c1)c1ccc(Cl)cc1	75*	82*	73*	.	.	.
O=C(O)c1c(Br)c(Br)c(Br)c(Br)c1C(=O)Nc1ccccc1F	12	7	-3	4	8	20
Clc1ccc(CCc2ccncn2)c(Cl)c1	52	18	16	15	6	18
Cc1ccc2c(c1)C(=O)/C(=C1/CCc3ccc(C)cc31)C2	-30	-55	-4	3	-8	-18
CC(=O)Nc1cc(Cl)c(Cl)cc1N	-18	-2	-25	6	-19	-72
CCCCCCCCCCC(Sc1n[nH]c(=O)[nH]c1=O)C(=O)OCC (configuration not stated)	40	39	29	8	26	28
CC1(C)C=Cc2c(ccc3c(=O)c(-c4ccccc4)coc23)O1	-3	-7	-8	1	-3	-17
COC(=O)C(=O)N(c1cc(C)ccc1C)c1cc(C)ccc1C	93*	96*	95*	94*	95*	63

# Remaining list, next part:
SMILES	mlh1 rad18	yeast rad50	mec2-1	bub3	sgs1 mgt1	yeast cln2 rad14
CC(=O)OCC1OC(Oc2ccccc2)C(OC(C)=O)C(OC(C)=O)C1OC(C)=O (configuration not stated)	-11	-3	-5	-4	0	12
COC1=CCC(=Nc2ccccc2)C=C1	-9	-6	19	-29	1	-31
COc1ccc(S(=O)(=O)N/N=C/C(=O)OCOC(=O)C(C)(C)C)cc1	19	2	-12	-26	-5	9
COc1cccc(C(c2ccccc2)C(CC#N)CC#N)c1 (configuration not stated)	-17	19	5	4	3	1
Cc1cc(C)c(Sc2c3ccccc3cc3ccccc23)c(C)c1	-4	32	1	5	0	-6
CCOC(=O)c1c[nH]c2c(C(F)(F)F)cccc2c1=O	15	16	-9	25	2	9
CC(C)=CC1C(C(=O)Oc2c(Cl)c(Cl)c(Cl)c(Cl)c2Cl)C1(C)C (configuration not stated)	31	12	6	-4	41	12
OC(CCl)CN1CCN(CC(O)CCl)CC1 (configuration not stated)	-25	-3	12	-10	3	14
CC(NO)/C(=N/O)c1ccco1 (configuration not stated)	12	1	-10	-14	-37	15
CCCOCC1(c2ccccc2)NC(=O)N(C)C1=O (configuration not stated)	9	-25	10	21	2	-48
CCCCCCCCCCCCOc1ccc(F)cc1C	13	6	-1	11	0	5
CCN(CC)CCN1CCc2c([nH]c3ccccc23)C1c1cccnc1 (configuration not stated)	-26	-48	-26	-23	-23	-1

# The listing continues:
SMILES	mlh1 rad18	yeast rad50	mec2-1	bub3	sgs1 mgt1	yeast cln2 rad14
Cc1ccc2c(n1)C(=O)C=CC2=O	36	80*	89*	81*	81*	23
O=C(O)/C(=C/c1ccccc1[N+](=O)[O-])c1cccs1	9	28	2	-11	23	21
O=C(c1ccc(F)cc1)c1cccc(C(=O)c2ccc(F)cc2)n1	-36	-17	-24	-3	-30	8
O=C(c1ccccc1)c1ccc2c(c1)NC(=O)c1ccccc1SSc1ccccc1C(=O)N2	-3	8	-12	-22	-3	6
Cc1ccc(OCC(=O)N2N=C(c3ccccc3)CC2(O)c2ccccc2)cc1 (configuration not stated)	-24	-8	-42	0	-31	-16
CCOc1ccc(N=Nc2c(O)n(-c3ccc(Br)cc3)c(=S)n(-c3ccc(OC)cc3)c2=O)cc1	2	29	-9	1	-9	-24
CCOC(=O)C(=O)Nc1ccccc1	19	44	-1	-4	21	-21
O=C1c2cccc(O)c2C(=O)c2c(O)cccc21	66&50	75*!	43&38	40&43	46&42	-11&44
CCOc1ccc(N2C(=O)C(=O)C(C#N)(c3nc4ccccc4o3)C(=O)C2=O)cc1	15	9	34	-1	6	6
O=C(N/C(=C/c1ccc(Cl)cc1Cl)c1nc2ccccc2s1)c1ccccc1	98*	99*	98*	98*	99*	98*
CCOC(=O)Nc1ccc(C2SCCN2C(=O)NC)cc1 (configuration not stated)	32	8	-22	6	18	17
NC(N)=Nc1ccc(C(=O)Oc2c(Cl)cc([N+](=O)[O-])cc2Cl)cc1	33	48	30	26	71*	22

# Quoted at random: four records from the list, in no set order.
SMILES	mlh1 rad18	yeast rad50	mec2-1	bub3	sgs1 mgt1	yeast cln2 rad14
CCOC(=O)Nn1c(CC#N)nnc1Cc1ccccc1	25	-8	11	6	-7	14
NC(=S)N/N=C1\NC(=O)/C(=C/c2ccc3c(c2)OCO3)S1	-14	-46	-41	1	-13	-14
COc1c(OC(C)=O)ccc2c1C=CCCC2=O	6	9	-8	-6	3	-24
CN1c2ccc(C3N(C(=O)C(F)(F)F)C=CN3C(=O)C(F)(F)F)cc2Sc2cc(C3N(C(=O)C(F)(F)F)C=CN3C(=O)C(F)(F)F)ccc21	20	-4	1	1	-2	-7

# Next part
SMILES	mlh1 rad18	yeast rad50	mec2-1	bub3	sgs1 mgt1	yeast cln2 rad14
CCCC/C=C(\C)C(C)(C#N)C(=O)OCC (configuration not stated)	-3	-35	0	-18	-4	-14
O=C(OCC(Cl)(Cl)Cl)N1[C@@H]2C=C[C@@H](N1C(=O)OCC(Cl)(Cl)Cl)[C@@]13CCCCC21O3 (some centres not stated)	2	-56	5	-5	0	2
CCCCCCCCCCCCCCCCCCCCCCS	4	-3	-21	12	29	9
O=C1CCSC(=S)N1c1ccc(F)cc1F	-1	18	5	5	18	29
COc1cc2c3c(c1)nc(C)n3C(=O)C(c1ccccc1)S2 (configuration not stated)	-24	-18	-5	22	-26	4
COc1ccc(/C=C2\SC(=S)N(/C=C(/C#N)C(=O)c3ccc4ccccc4c3)C2=O)cc1OC	98*	97*	98*	99*	97*	95*
CC1(c2ccc(Cl)cc2)NC(=O)N(CC(=O)Nc2ccccc2)C1=O (configuration not stated)	14	7	14	-12	3	-8
COc1cccc(C(=O)O)c1	-36&-22	-17&-13	-3&39	-48&-14	-46&-20	-30&-20
O=C(O)c1cccc(S(=O)(=O)N(CCO)CCO)c1	-8	-20	-29	.	.	.
N#C/C(=C\c1ccco1)C(N)=O	-11	-11	-7	11	-15	5
O=C1NC(c2cccc3ccccc23)Nc2ccc(O)cc21 (configuration not stated)	5	-22	-8	9	-11	2
CCc1ccccc1OCC1CO1 (configuration not stated)	18	11	4	-12	11	2

# Next part.
SMILES	mlh1 rad18	yeast rad50	mec2-1	bub3	sgs1 mgt1	yeast cln2 rad14
CC(=O)OCC1OC(n2cnc([N+](=O)[O-])c2C#N)C(OC(C)=O)C1OC(C)=O (configuration not stated)	34	29	15	3	22	30
COc1ccccc1C(=O)NN	-10&4	-16&-16	-16&-11	-12&6	-14&-18	-20&-29
CN/N=C(\C(=O)Nc1ccc([N+](=O)[O-])cc1[N+](=O)[O-])C1NC(=O)NC1=O (configuration not stated)	-11	24	20	16	2	5
CC1=CC2C(=O)N(c3ccccc3)C(=O)C2CC1n1[nH]c(=O)n(Cc2ccccc2)c1=O (configuration not stated)	-27	-8	-4	-4	-5	-46
C[N+](C)(CCCCCCCCCC[N+](C)(C)CC(=O)c1ccccc1)CC(=O)c1ccccc1	18	36	-7	0	25	-12
Cc1cc2c3ccccc3n(C)c2c2c1C(=O)C=CC2=O	56	6	20	-7	21	3
C[N+](C)(C)CC1CCC/C1=N\OC(=O)c1ccccc1 (configuration not stated)	-3	-18	2	14	12	13
CCOC(=O)CC1CC(CN)(C(=O)OCC)CO1 (configuration not stated)	-23	-22	12	0	-7	4
CC(C(O)c1ccc(Cl)cc1)C(O)(C(F)(F)F)C(F)(F)F (configuration not stated)	99*	99*	99*	99*	99*	99*
C/C(CC(=O)N1CCCCC1)=N\NC(N)=S	-18	-7	-9	2	-19	-10
O=C(O)c1ccc(CC2CCCC2)cc1	9	31	26	-2	21	-8
